# Screening data: PubChem, Sanford-Burnham Center for Chemical Genomics
# Jurkat NFkB inh: inhibitors of induced NF-kB luciferase reporter, primary screen, TCR NF-kB activation inhibitor project, cell-based, luminescence, uHTS. Jurkat, PMA/ionomycin-induced NF-kB luciferase reporter. inhibition, % at 4 µM. 0.53% of 330,000 active. AID 435003, 2010; in the data active means inhibition above about 50%
# tim23-1 inh: growth inhibitors of tim23-1 mutant yeast, primary screen, luminescence, uHTS | S. cerevisiae tim23-1 growth, BacTiter-Glo luminescence, 24 h | inhibition, % at 20 µM | 1.3% of 330,000 active | AID 463212, 2010;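 active means growth inhibition of the mutant yeast at or above 50%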;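 further: temperature-sensitive mutant grown at 25 °C; plate controls were DMSO-treated mutant yeast for no effect and medium wells lacking yeast for full effect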
# APJ ag: agonists of human apelin receptor APJ, primary screen, CHO-K1 cells, PathHunter beta-arrestin, luminescence; activation, % at 20 µM; 0.11% of 330,000 active; P35414; 0% DMSO wells, 100% apelin;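 active means activation more than six SD over the plate average, tested at 20 µM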;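 further: 0% = DMSO alone and 100% = apelin-13 at 10 nM; some results filed as inactive read as strong as hits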
#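 assay system = CHO-K1 APJ beta-arrestin complementation cell line | input = cell density 1000 per well | dosing = compound 20 µM once, DMSO 1% | timing = compound 90 min 25 °C, reagent 1 h | measured by = luminescence from split beta-galactosidase complementation, Galacton Star/Emerald II substrate | read-out basis = APJ agonist activity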
# 697 NFkB inh: inhibitors of PMA/ionomycin-induced NF-kB reporter, 697 cells, primary screen, B-cell NF-kB inhibitor project, cell-based, luminescence, uHTS; inhibition, % at 4 µM; 0.33% of 330,000 active; AID 435022, 2010; 697 B-cell NF-kB luciferase reporter, 16 h; in the data active means inhibition above about 35%
# Mdm2-MdmX inh: inhibitors of human Mdm2-MdmX association, primary screen, cell-based, luminescence, split luciferase, SaOS-2, uHTS | SaOS-2 split-luciferase Mdm2/MdmX complementation | AID 485346, 2010 | 3% of 330,000 active | Protein Mdm4 (Homo sapiens) + E3 ubiquitin-protein ligase Mdm2 (Homo sapiens), … | inhibition, % at 8 µM;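 active means inhibition of at least 50% at 8 µM in the primary screen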
# Target sequence (O15151 whole entry, looked up): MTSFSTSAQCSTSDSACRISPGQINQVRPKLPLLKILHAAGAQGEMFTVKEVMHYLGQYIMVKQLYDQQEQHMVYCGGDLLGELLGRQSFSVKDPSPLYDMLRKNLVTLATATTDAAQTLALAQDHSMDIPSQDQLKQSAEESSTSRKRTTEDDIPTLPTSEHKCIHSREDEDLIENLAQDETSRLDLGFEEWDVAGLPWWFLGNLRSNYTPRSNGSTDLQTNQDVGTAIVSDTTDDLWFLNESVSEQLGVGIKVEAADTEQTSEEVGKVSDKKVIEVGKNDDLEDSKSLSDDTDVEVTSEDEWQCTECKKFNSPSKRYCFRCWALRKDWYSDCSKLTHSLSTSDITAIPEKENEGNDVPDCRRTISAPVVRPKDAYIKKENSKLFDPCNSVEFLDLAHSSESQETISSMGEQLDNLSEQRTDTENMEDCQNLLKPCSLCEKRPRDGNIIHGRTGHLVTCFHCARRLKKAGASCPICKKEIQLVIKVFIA
# Target sequence (Q00987 whole entry, looked up): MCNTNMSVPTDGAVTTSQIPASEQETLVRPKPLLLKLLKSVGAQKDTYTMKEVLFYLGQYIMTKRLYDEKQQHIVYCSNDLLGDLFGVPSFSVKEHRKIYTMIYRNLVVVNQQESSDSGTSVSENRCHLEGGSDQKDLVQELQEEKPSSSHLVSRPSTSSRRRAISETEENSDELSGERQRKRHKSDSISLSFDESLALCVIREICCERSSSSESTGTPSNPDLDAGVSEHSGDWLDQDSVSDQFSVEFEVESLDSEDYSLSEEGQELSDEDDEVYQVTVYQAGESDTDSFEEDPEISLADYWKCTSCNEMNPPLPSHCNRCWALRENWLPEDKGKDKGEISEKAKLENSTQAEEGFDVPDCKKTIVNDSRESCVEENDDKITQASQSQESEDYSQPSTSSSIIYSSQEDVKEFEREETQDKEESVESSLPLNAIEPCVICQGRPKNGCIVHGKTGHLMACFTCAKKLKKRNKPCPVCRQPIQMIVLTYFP
# XBP1 UPR activ: activators of adaptive XBP1 UPR arm, primary screen, cell-based, CHO-XBP1 luciferase reporter, luminescence, uHTS | 0.33% of 330,000 active | IRE1-XBP1 UPR activation; percent of tunicamycin response, DMSO as zero | activation, % at 20 µM;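 active means versus positive control, 20 µM dose yields 30% or more activation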;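 further: 100% = tunicamycin at 10 µg/mL and 0% = DMSO only wells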
#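 incubation = overnight seeding at 37 °C, 6 h compound treatment at 37 °C | assay system = CHO-XBP1 cells stably carrying IRE1-XBP1-driven luciferase reporter | input = 1000 cells per well | detection = luciferase luminescence | dosing = single point, 20 µM final compound, 1% DMSO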
# CHOP UPR activ: activators of apoptotic CHOP UPR arm, primary screen, cell-based, CHO-CHOP luciferase reporter, luminescence, uHTS | AID 449763, 2010 | UPR activation; percent of tunicamycin response over DMSO baseline | 0.34% of 330,000 active | activation, % at 10 µM;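 active means at 10 µM dose, activation of 40% or more, normalized to positive control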;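 further: 100% = tunicamycin at 10 µg/mL and 0% = DMSO alone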
#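 Test system: CHO CHOP reporter cells. Input: 500 CHO-CHOP cells per well. Medium: F12 with 10% FBS. Technique: luciferase luminescence. Measure: percent activation relative to tunicamycin control. Dosing: 10 µM compound, 0.5% DMSO. Timing: 16-18 h cell attachment, then 6 h compound exposure, 37 °C.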
# APJ antagonist: antagonists of human apelin receptor APJ, primary screen, CHO-K1 cells, beta-arrestin complementation, luminescence; 0.32% of 330,000 active; P35414; inhibition, % at 20 µM;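 active means inhibition above about 40% at 20 µM, limit read from the data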;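 further: cells challenged with 10 nM apelin-13 agonist together with compound; plate controls were apelin-13 plus DMSO wells for no effect and DMSO wells lacking apelin-13 for full effect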
# Numbers without * were called inactive; / = not tested or not shown.
1) CC(=O)N(Cc1ccccc1)Cc1cn(CCC#N)nc1-c1cccc([N+](=O)[O-])c1
2) CC1Cc2ccccc2N1C(=O)c1ccc2c(c1)nnn2C (stereo not given)
3) O=C(Nc1nccs1)C1Cc2ccccc2CN1S(=O)(=O)c1ccc(F)cc1 (stereo not given)
4) CCCCC(=O)NC1=NC(=O)C(C)(C)S1
5) O=c1cc(CSc2ccc(Cl)cc2)nc(-c2ccncc2)[nH]1
6) Cc1ccc(NC(=O)c2c(-c3ccccc3)noc2C)nc1
7) CCCn1c(C(O)c2ccc(C)cc2)nc2ccccc21 (stereo not given)
8) COC(=O)c1ccc(SC)cn1
9) CC(C)CCNC(=O)C(=O)Nc1ccc2c(c1)N(S(=O)(=O)c1cccs1)CCC2
10) CC(=O)c1cccc(NC(=O)C(C)OC(=O)Cc2c[nH]c3ccccc23)c1 (stereo not given)
assay / entry	1	2	3	4	5	6	7	8	9	10
Jurkat NFkB inh	24	-17	-138	-6	17	10	9	-6	46	-1
tim23-1 inh	3	13	27	3	5	22	12	8	13	18
APJ ag	-2	-1	-1	-3	-3	-2	-5	-3	-4	-3
697 NFkB inh	14	-26	-77	11	-1	-12	3	13	-32	17
Mdm2-MdmX inh	-5	-19	-103	13	-20	15	22	-6	48	20
XBP1 UPR activ	-6	-1	2	-1	1	-3	-4	2	5	3
CHOP UPR activ	-0.4	-0.2	3.9	0.8	-0.4	1.3	-0.5	-1.4	1.5	-0.9
APJ antagonist	8	-14	12	2	-4	-23	-5	8	-6	8

11) N/N=C(\c1ccccc1)c1cc(Cl)ccc1N
12) CC1(C)Oc2ccc3ccc(=O)oc3c2C(/C=N/O)C1=O (stereo not given)
13) O=C(COc1ccc(F)cc1Cl)Nc1ccc(S(=O)(=O)Nc2nccs2)cc1
14) COc1ccc(/C=C/C(=O)NCCSCc2ccco2)cc1OC
15) COc1ccc(S(=O)(=O)Nc2ncccn2)cc1
16) CCN1CCN(CCCNC(=O)C2CCCN(c3nc4c(C)cc(C)cc4s3)C2)CC1 (stereo not given)
17) COc1ccc(C2CC(c3ccccc3)Nc3nc(NC(=O)c4cccs4)nn32)cc1 (stereo not given)
18) O=C(Nc1cccc2ccccc12)N1CCN(c2ccccc2)CC1
19) CCOC(=O)C[C@H]1c2cc(F)ccc2S(=O)(=O)N1C1CCCCC1
20) CCOC(=O)c1ccccc1NC(=O)COC(=O)CCNS(=O)(=O)c1cccs1
assay / entry	11	12	13	14	15	16	17	18	19	20
Jurkat NFkB inh	-2	-8	-9	10	6	-1	-1	1	3	11
tim23-1 inh	43	14	11	15	2	-8	17	3	12	31
APJ ag	0	-1	-3	-2	-1	-3	-1	0	-5	2
697 NFkB inh	4	-28	6	14	7	-8	-13	-6	15	17
Mdm2-MdmX inh	26	4	14	34	3	48	-25	12	23	6
XBP1 UPR activ	-5	-2	5	-1	1	3	9	-3	4	-2
CHOP UPR activ	-1.8	-1.3	3.6	0.7	1.3	2.8	-1.4	-0.2	0.2	1.2
APJ antagonist	12	-2	5	11	5	21	-9	18	16	-1

# Limited to tim23-1 inh (four entries from above):
entry	structure	tim23-1 inh
2	CC1Cc2ccccc2N1C(=O)c1ccc2c(c1)nnn2C (stereo not given)	13
3	O=C(Nc1nccs1)C1Cc2ccccc2CN1S(=O)(=O)c1ccc(F)cc1 (stereo not given)	27
4	CCCCC(=O)NC1=NC(=O)C(C)(C)S1	3
5	O=c1cc(CSc2ccc(Cl)cc2)nc(-c2ccncc2)[nH]1	5

# (listing goes on)
21) CCOC(=O)C1C(C(=O)OC)=C(C(=O)OC)c2ccccc2N1S(=O)(=O)C(F)(F)F (stereo not given)
22) COc1ccc2[nH]c3c(c2c1)CCN1C(=O)C(CC(=O)NCCCn2ccnc2)C[C@H](C(=O)N2CCCCC2)[C@@]31CCc1ccccc1 (stereo not given in full)
23) O=c1[nH]nnc2c1sc1nc(N3CCOCC3)c3c(c12)CCCC3
24) CC(C)OC(=O)c1cccnc1N1CCN(c2cccc(Cl)c2)CC1
25) Cn1nnc(NC(=O)/C=C/c2ccco2)n1
26) O=C(CSc1nc2ccccc2[nH]1)Nc1nc(-c2ccccc2)c(-c2ccccc2)o1
27) O=C(c1ccccc1)c1c[nH]cc1-c1ccccc1
28) CCN(CCCNC(=O)CCc1nc(-c2ccc(C)cc2)no1)c1cccc(C)c1
29) Cc1ccc(C(=O)N2CCC3(CC2)NCCc2[nH]cnc23)cc1C
30) CC1(C)Oc2ccc(C(=O)NC3CCCC3)cc2N(CC(=O)NC2CCCC2)C1=O
assay / entry	21	22	23	24	25	26	27	28	29	30
Jurkat NFkB inh	/	/	1	4	17	-7	-7	3	-8	0
tim23-1 inh	18	19	19	-7	-2	28	6	52*	-17	2
APJ ag	/	/	-5	-5	3	-2	-2	1	1	1
697 NFkB inh	-5	0	3	-1	1	-9	22	-7	6	8
Mdm2-MdmX inh	21	11	16	15	18	14	25	2	13	-5
XBP1 UPR activ	2	4	8	-2	-2	0	1	-1	-1	-1
CHOP UPR activ	1.6	-0.6	1.4	-1.8	1.5	1.5	-0.5	-0.9	1.6	-0.5
APJ antagonist	/	/	15	7	-1	12	11	11	-13	-11

# Nos. 1 to 2, quoted:
1) CC(=O)N(Cc1ccccc1)Cc1cn(CCC#N)nc1-c1cccc([N+](=O)[O-])c1
2) CC1Cc2ccccc2N1C(=O)c1ccc2c(c1)nnn2C (stereo not given)
assay / entry	1	2
Jurkat NFkB inh	24	-17
tim23-1 inh	3	13
APJ ag	-2	-1
697 NFkB inh	14	-26
Mdm2-MdmX inh	-5	-19
XBP1 UPR activ	-6	-1
CHOP UPR activ	-0.4	-0.2
APJ antagonist	8	-14

# Carrying on:
31) C=CCNC(=S)N1CCC(Cc2ccccc2)CC1
32) O=C(NNC(=O)C1[C@H]2CCCC[C@@H]12)NC1CCCCC1 (stereo not given in full)
33) COc1ccc2nc(NC(=O)c3sc4nc(C)cc(C)c4c3N)sc2c1
34) O=C1CC(N(CCc2ccccc2)C(=S)Nc2ccccc2)C(=O)N1c1ccc(F)cc1 (stereo not given)
35) O=C(NCc1ccccc1)c1cccc(COc2cccc(Cl)c2)c1
36) O=C(COc1ccc(Nc2ccccc2)cc1)Nc1ccncc1
37) CCCCSC(=O)Nc1ccccc1
38) C/C(Cn1nc([N+](=O)[O-])cc1C)=N\NC(=O)c1ccc(C(C)(C)C)cc1
39) CCOC(=O)Cn1cc(C#N)c(=O)[nH]c1=O
40) COc1ccc(/C=C2/SC(=S)N(CC(=O)O)C2=O)cc1OCc1ccc(Cl)cc1
assay / entry	31	32	33	34	35	36	37	38	39	40
Jurkat NFkB inh	10	-1	-119	-17	-1	30	10	-7	3	-67
tim23-1 inh	23	9	-2	28	24	10	26	25	14	27
APJ ag	7	-4	-3	2	-2	12	11	-1	2	-3
697 NFkB inh	-10	-2	-114	-7	-100	-13	-47	9	11	-6
Mdm2-MdmX inh	14	2	47	12	15	18	-15	7	18	-23
XBP1 UPR activ	-2	-2	15	-6	0	0	2	1	2	-3
CHOP UPR activ	-0.1	-1.2	9.4	0.2	0.8	0.6	2.5	1.1	0.8	11
APJ antagonist	-8	2	20	-14	6	-51	15	-6	-2	9

41) Cc1oc(-c2ccccc2Cl)nc1CS(=O)(=O)CC(=O)NC(C)c1ccccc1 (stereo not given)
42) CCCC(=O)OCC(=O)Nc1ccc2[nH]c(=O)[nH]c2c1
43) O=C(Cn1cnc2c(NCc3ccccc3)ncnc21)NCCCc1ccccc1
44) COc1ccc(S(=O)(=O)N(CC(=O)NC2CC2)c2ccc(C)cc2)cc1
45) COc1ccc(C2=NN(C(=O)c3ccco3)C(c3ccco3)C2)cc1OC (stereo not given)
46) CCc1ccc(C(CC(=O)O)N2Cc3ccccc3C2=O)cc1 (stereo not given)
47) CC(Sc1nnc(-c2cccnc2)o1)C(=O)NC1CCCC1 (stereo not given)
48) COc1ccc(CCN2CC(C(=O)NCc3cc(C)on3)CCC2=O)cc1 (stereo not given)
49) CCCCNC(=O)CCC(=O)Nc1ccc2nc(N3CCC(C)CC3)cc(C)c2c1
50) Cc1cccc(OCC(=O)Nc2ccc3c(c2)nc(CCN2CCN(c4ccccn4)CC2)n3C)c1
assay / entry	41	42	43	44	45	46	47	48	49	50
Jurkat NFkB inh	-7	-4	/	-6	9	9	0	-7	-26	9
tim23-1 inh	27	-29	39	1	25	-3	-11	-4	22	7
APJ ag	-3	-2	/	-5	6	-2	1	-4	2	8
697 NFkB inh	2	-13	1	6	15	18	17	14	4	-44
Mdm2-MdmX inh	12	-7	12	-6	23	3	23	14	23	31
XBP1 UPR activ	-1	-2	-1	-4	13	-3	-1	-5	-1	-3
CHOP UPR activ	-0.1	1.6	1.1	-1.2	6.4	0.2	-0.2	1.5	0.1	3.2
APJ antagonist	3	-19	/	11	-4	12	-6	11	-23	5

51) CC[C@@]1(C(=O)OC)N[C@H](CN(C)C(=O)c2ccc(F)cc2)[C@@H]2C(=O)N(Cc3ccccc3)C(=O)[C@@H]21
52) CCCN(Cc1cc2cc(C)ccc2[nH]c1=O)C(=O)c1ccccn1
53) CC/C(C)=N/Nc1nc2c(c(=O)[nH]c(=O)n2C)n1Cc1ccccc1
54) COc1ccc(C(=O)NNC(=O)CSc2nnc(COc3ccccc3)n2C)cc1
55) CCOC(=O)CNC(=O)N1CCCC(C(=O)c2ccc3c(c2)OCO3)C1 (stereo not given)
56) CCCCCC(=O)NC(=S)Nc1ccc(N2CCCCC2)c(Cl)c1
57) O=C(Cn1c(=S)[nH]c2ccccc2c1=O)N1CCN(c2ccc(F)cc2)CC1
58) Cc1nc([N+](=O)[O-])cn1CC(O)c1ccc(F)cc1 (stereo not given)
59) CCOC(=O)c1cnn(-c2nc(SC)nc3sc4c(c23)CCCC4)c1N
60) CSc1ccc(NC(=O)NCc2cccnc2)cc1
61) CC(=O)/C=C(\C)Nc1c(C)n(C)n(-c2ccccc2)c1=O
assay / entry	51	52	53	54	55	56	57	58	59	60	61
Jurkat NFkB inh	2	-10	-4	6	-6	0	3	1	-2	-8	5
tim23-1 inh	3	3	23	5	5	-12	7	-1	36	-11	0
APJ ag	-2	-3	-3	-1	-3	-8	-3	5	-10	-3	-3
697 NFkB inh	4	4	28	5	-6	6	-17	1	16	0	14
Mdm2-MdmX inh	24	10	-4	13	13	16	17	1	37	5	0
XBP1 UPR activ	0	-1	-1	-1	1	0	-2	-2	0	3	1
CHOP UPR activ	-2.6	-1.1	1.3	0.7	-2.7	1.7	-2.7	-1.4	0.5	-0.3	0.0
APJ antagonist	7	-3	1	-6	-1	3	-9	4	2	10	6
